Compound activity: PubChem, several laboratories
HIF act – HIF pathway transcriptional activation. U2OS HRE-luciferase reporter, luminescence; normalized: DMSO 0%, desferrioxamine 100%. activation, % at 7.5 µM (by protocol). 0.32% of 300,000 active;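 active means mean activation of at least 10% of the iron chelator positive control signal, with at least half of replicates also reaching 10%; inconclusive means mean and replicate majority disagree about reaching 10%; inactive means mean and most replicates under 10%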
AI-2 QS mod – modulators of Vibrio harveyi AI-2 quorum sensing system; Vibrio harveyi JMH597 AI-2 luminescence/OD600 ratio, 9 h; stronger effect = lower value; strain lacks LuxN and CqsS sensors; 0 = neutral-control median; activity change, % at 7.5 µM; 0.4% of 300,000 active; in the data active means activity change below about -75%, passing the limit was not always enough; inconclusive means no clear call, values can overlap the other calls;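 further: luminescence divided by OD600 gain over 9 h not by final OD600 alone; inactives centre near 13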
HDAC3 inhib – human HDAC3 inhibition | O15379 | AID 2718 | 0.15% of 320,000 active | recombinant HDAC3, fluorogenic peptide/trypsin coupled, fluorescence | inhibition, % at 8.3 µM; in the data active means inhibition above about 26%, passing the limit was not always enough; inconclusive means no clear call, values can overlap the other calls
Target sequence (O15379 whole entry, looked up): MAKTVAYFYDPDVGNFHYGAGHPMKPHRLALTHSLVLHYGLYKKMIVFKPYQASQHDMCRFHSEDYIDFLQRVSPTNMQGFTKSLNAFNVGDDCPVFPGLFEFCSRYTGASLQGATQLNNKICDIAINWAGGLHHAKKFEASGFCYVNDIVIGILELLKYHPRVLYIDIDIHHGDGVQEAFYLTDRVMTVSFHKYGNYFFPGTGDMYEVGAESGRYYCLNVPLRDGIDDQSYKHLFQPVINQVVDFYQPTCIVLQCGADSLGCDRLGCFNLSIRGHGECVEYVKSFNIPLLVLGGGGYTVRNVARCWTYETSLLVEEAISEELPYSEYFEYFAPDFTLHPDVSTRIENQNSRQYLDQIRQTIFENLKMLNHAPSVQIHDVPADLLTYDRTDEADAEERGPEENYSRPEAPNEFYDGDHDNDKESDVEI
KLF5 inhibitor – suppresses KLF5 promoter-driven expression; AID 1700; DLD-1 KLF5 promoter-luciferase reporter, luminescence; inhibition, % at 5 µM; 0.23% of 290,000 active;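 active means inhibition above a per-plate limit of that plate's mean compound inhibition plus 3 SD, cut at about 60% in these data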;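 further: 0% = DMSO wells and 100% = LY294002 at 200 µM; higher means less KLF5 promoter-driven luciferase light; inactives centre near -14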
HSF1 activator – increases HSF-1 driven luciferase reporter signal | NIH3T3-HGL HSF-1 luciferase reporter, MG132, 8 h; 100% = twice DMSO control signal | activation, % at 9 µM | 1.7% of 300,000 active | AID 504408;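 active means mean replicate activation of at least 50% with a set share of replicates each reaching 50%; inconclusive means only one of those two conditions met; inactive means mean below 50% and too few replicates reaching it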;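 further: 0% = median of the neutral control wells and 100% = twice that signal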
Platelet DG rel – modulates dense granule release in human platelets; human platelet-rich plasma, SFLLRN dense granule ATP release, luminescence; inhibition, %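 (compounds screened at 7.5 µM in platelet-rich plasma)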; 0.22% of 300,000 active;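 active means mean replicate score, as percent of positive control, at or above 50; inconclusive means mean below 50 but at least one replicate at or above 50; inactive means mean and every replicate below 50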
aSyn 5UTR inh – MLPCN primary screen, SNCA 5' untranslated region. alpha-synuclein 5'UTR reporter, inhibitor activity. inhibition, % (tested at 7.5 µM). 0.82% of 300,000 active. AID 1813; in the data active means inhibition above about 60%; inconclusive means no clear call, values can overlap the other calls;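 further: H4 neuroglioblastoma cells stably carrying SNCA 5'UTR luciferase fusion; 0% = DMSO wells and 100% = positive control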
IEC-6 cytotox – kills IEC-6 intestinal cells in KLF5 counter-screen; IEC-6 cytotoxicity, luminescence viability; inhibition, % at 5 µM; 0.78% of 290,000 active; AID 1825; in the data active means inhibition above about 22%;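 further: 0% = plate median of test compound wells and 100% = cytotoxic reference compound wells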
HSF1 inhib – HSF1 inhibition. NIH3T3-HGL HSE-luciferase, MG132-induced, luminescence 8 h; stronger effect = lower value. activity change, negative = inhibition, % at 7.5 µM (by protocol). 0.77% of 300,000 active. AID 2098;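 active means more than half of replicate wells show activity change below -50%, luminescence cut by over half; inconclusive means some wells, but at most half, below -50%; inactive means no replicate well below -50%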;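 further: luciferase reports HSF-1 transcriptional activity via heat shock element; 0% = median of DMSO wells and -100% = zero luminescence signal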
HSP90 refold inh – blocks HSP90-mediated luciferase refolding in reticulocyte lysate; Rabbit reticulocyte lysate, luciferase refolding luminescence, 3 h; inhibition, % at 5.6 µM; 0.91% of 290,000 active; AID 1789;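 active means inhibition above the screen-wide mean plus 3 SD, computed separately per campaign, cut at about 16% in these data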;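 further: 0% = DMSO wells and 100% = 60 µM geldanamycin wells; inhibitors lower the luminescence because luciferase stays unfolded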
Starred values were filed as active, the others as inactive; ? = inconclusive; / = not tested or not shown.

mol	aSyn 5UTR inh	AI-2 QS mod	HDAC3 inhib	HIF act	IEC-6 cytotox	HSF1 activator	HSF1 inhib	HSP90 refold inh	Platelet DG rel	KLF5 inhibitor
CC1Cc2ccccc2N1C(=O)c1cnc2sccn2c1=O (centres undefined)	-56.4	36.2	8.2	0.4	-6.4	-6.1	-4.6	-4.7	1.1	3.1
c1cncc(-c2nc(-c3cccs3)cs2)c1	-51.9	16.9	-5.6	1.1	4.2	-6.9	12.6	2.1	-6.2	-20.9
CCOC(=O)c1ccc(NC(=O)C2C3C=CC(C3)C2C(=O)O)cc1 (centres undefined)	-39.1	14.1	1.0	1.3	2.1	-36.5	-35.3	0.4	11.3	-9.7
CCCCSc1nnc(CNC(=O)C23CC4CC(CC(C4)C2)C3)n1Cc1ccccc1	21.9	11.9	8.7	-0.4	-14.0	19.5	3.3	0.0	3.9	-3.5
COc1cccc(C(=O)COc2ccc3c(C)c(Cc4ccccc4)c(=O)oc3c2C)c1	7.9	26.7	10.2	-0.5	-8.0	6.3	-5.3	2.2	-5.7	-13.4
O=C(NCc1ccccn1)C(=O)Nc1nc(-c2ccccc2)cs1	-41.7	7.7	6.7	0.9	0.0	2.0	5.0	-0.1	4.0	-31.3
Cc1ccc(C(C(=O)NC2CCCCC2)N(Cc2ccco2)C(=O)Cc2c[nH]c3ccccc23)o1 (centres undefined)	29.4	30.2	18.1	-0.2	3.5	-48.5	-30.8	1.0	-5.7	22.7
O=C(c1ccc2c(c1)OCO2)C1CCCN(Cc2cccc(C(F)(F)F)c2)C1 (centres undefined)	1.8	11.4	-0.5	0.4	-0.9	13.0	7.4	1.3	15.8	-46.0
CCn1c(SCC(=O)Nc2ccc(Br)cc2)nc2sc3c(c2c1=O)CCN(C)C3	-2.7	10.1	6.2	-0.1	-3.6	9.2	-8.0	-3.0	4.1	-1.5
O=C(Nc1cccc(F)c1)C1CCN(C(=O)N2CCOc3ccccc32)CC1	27.9	17.5	6.2	-0.2	11.1	2.4	2.1	-0.3	-0.1	-5.0
NS(=O)(=O)c1ccc(NC(=S)NCC2CCCO2)cc1 (centres undefined)	-12.7	29.5	-0.1	-0.2	0.2	3.7	1.2	-4.9	0.1	6.5
CC(C)CC(C(=O)Nc1ccccc1)N1C(=O)C2C3C=CC(C3)C2C1=O (centres undefined)	33.5	10.0	0.2	-0.8	-6.0	-15.2	-3.4	-1.3	-2.3	-15.8
COc1ccc(S(=O)(=O)Nc2ccc(NC(C)=O)cc2)cc1Br	-3.4	35.5	-5.5	0.0	4.7	-1.8	-0.3	-1.1	3.8	-13.5
COc1ccc(C2(C)CC(=O)NC2=O)cc1 (centres undefined)	21.2	3.9	-3.5	-0.9	1.6	-16.5	-8.1	-1.7	-2.5	-13.7
CC(OC(=O)COc1ccccc1Cc1ccccc1)C(=O)N(C)c1ccccc1 (centres undefined)	-2.1	-34.9	5.6	0.0	/	13.0	-6.1	/	13.5	/
CN1C(=O)c2ccccc2Sc2ccc(NC(=O)N3CCCC3)cc21	21.6	20.0	-1.0	-0.4	6.4	-4.8	2.2	0.1	4.7	16.5
O=S(=O)(CCn1cccc1)CCn1cccc1	2.1	7.0	6.2	-1.2	8.8	-3.9	-0.4	3.1	-23.6	-1.9
N#C/C(=C\c1c[nH]c2ccc(Br)cc12)c1ccccn1	37.0	-3.5	-3.5	3.6	13.2	2.2	3.4	0.4	9.0	-37.8
CC(OCC(O)CN1CCCCC1CCO)c1ccc(Cl)cc1 (centres undefined)	-0.3	16.3	-4.3	-0.4	-8.4	3.6	-2.3	-9.2	7.7	-16.6
CCOc1ccccc1OCC(=O)Nc1ccc(N2CCCCC2)cc1	-17.8	-2.0	1.3	0.1	6.1	-7.5	0.6	-1.4	-5.5	-5.4
CCCn1cc(CN2CCCC(C(=O)c3cccc(OC(C)C)c3)C2)c(C)n1 (centres undefined)	26.5	2.0	0.0	0.2	0.5	-10.1	6.9	-6.3	-3.9	-15.4
COc1ccc(F)cc1S(=O)(=O)NCCCn1ccnc1	5.5	24.1	1.8	-0.6	-5.8	-3.4	-6.1	1.1	-4.2	-19.6
Cn1c(=O)n(Cc2ccco2)c(=N)c2c3c(sc21)CCCC3	15.5	20.4	2.1	-0.8	-4.1	19.7	9.1	0.1	1.6	-20.9
O=C(Nc1cccc(-n2cccn2)c1)C1CCCN(Cc2ccccc2F)C1 (centres undefined)	24.5	14.3	4.0	0.4	-8.7	42.5	15.7	-1.9	1.5	-6.4
Cc1ccc(Oc2ncccc2/C=N/OCc2ccc(Cl)c(Cl)c2)cc1	-29.4	16.6	-1.6	1.0	-4.4	-15.9	0.6	-4.8	-1.6	-25.8
CNS(=O)(=O)c1cccc(C(=O)NCC2(N3CCCCC3)CCCCC2)c1	-25.2	6.4	7.7	0.5	-0.7	-4.7	-2.7	2.6	-5.0	-38.0
CCCC(C)C(=O)Nc1nnc(C)s1 (centres undefined)	2.2	8.0	-2.6	-0.8	-3.0	5.2	-2.5	-2.1	-4.4	-15.2
CC(C)c1ccc(NC(=O)C2CCN(c3ncnc4c3nc3n4CCCCC3)CC2)cc1	39.5	/	2.3	-3.7	-9.7	-3.5	-5.8	-2.1	3.7	-8.7
O=C(Nc1ncc2c(n1)CC(c1ccco1)CC2=O)c1ccccc1 (centres undefined)	-71.9	34.7	-4.4	?	-5.6	-6.9	-3.4	11.2	1.5	-44.2
CC(C(=O)Nc1c2c(cc3c1CCC3)CCC2)N1CCCC1 (centres undefined)	13.2	-2.3	0.9	-0.4	1.7	-7.7	-1.3	-4.1	0.4	-5.9
COc1ccc2[nH]c(=O)c3c(c2c1)OC(C)(C)C=C3	-3.0	24.0	-5.1	6.2	0.0	-30.6	-25.8	2.4	17.2	-24.9
CCN(C(=O)c1ccc2c(OC)n(CC)nc2c1)c1ccc(OC)cc1	-23.1	9.8	-29.6	-0.9	-4.8	-0.9	-1.0	-1.4	2.9	-22.3
CCC1CCCCN1S(=O)(=O)c1ccc(C(=O)Nc2nnc(C3=COCCO3)o2)cc1 (centres undefined)	-3.6	89.9	15.5	0.0	-10.0	-0.2	-5.1	-2.5	-7.9	-33.9
COCCNCc1ccc(C(C)C)cc1	24.6	3.1	1.8	-0.1	-4.3	-0.1	-2.4	-1.0	1.0	-9.5
CN(C(=O)c1ccccc1)c1nccnc1C#N	-15.4	13.9	2.8	1.6	-7.6	4.4	-4.1	0.1	-3.9	-27.5
COc1ccc(C(CCNCc2ccccc2F)c2ccc(F)cc2)cc1 (centres undefined)	-18.0	25.2	-0.4	-0.2	-4.8	20.4	5.4	5.2	-1.2	6.1
Cc1n[nH]c(C)c1CN(C)C(=O)C1CCC(=O)N(CC2CCCCC2)C1 (centres undefined)	-3.5	8.6	5.2	-0.3	-4.5	-2.2	-5.6	-1.7	-20.4	-0.6
COCCn1c(SCC(=O)Nc2ccc(F)cc2F)nc2c([nH]c3ccccc32)c1=O	10.7	-6.6	4.5	-0.2	0.1	-3.8	4.9	1.0	10.2	-3.9
C=CCOc1ccc2c(c1)C(=NO)c1cc(OCC=C)ccc1-2	-94.0	58.7	-7.4	0.3	-0.5	6.1	5.1	7.8	-8.8	-13.9
CCCNC(=S)N1CCC(C(=O)c2ccc(Cl)cc2)CC1	-8.6	/	0.8	-0.1	1.1	-4.9	-7.7	0.6	0.6	-12.4
Cc1c(CC(=O)O)c(=O)oc2c(C)c3occ(-c4ccc(Br)cc4)c3cc12	3.8	-0.4	1.2	1.0	1.1	-10.6	-6.0	0.6	9.3	-15.9
O=C(NCCCc1ccccc1)c1c(O)nc2sccn2c1=O	-7.9	27.1	-0.1	2.4	/	12.5	5.8	/	5.8	/
CC1=CC(C)(C)N(C(=O)CSc2nnc(C)s2)c2ccc(C)cc21	5.5	18.9	-0.9	-0.5	0.8	-2.3	-4.0	-1.6	9.7	5.1
O=C(CN1CCS(=O)(=O)CC1)N/N=C/c1cccc(C(F)(F)F)c1	10.1	17.4	-11.4	-0.4	4.8	-6.4	-2.5	1.9	-8.4	-33.2
CCC(=O)NCCc1nc2cc(NC(=O)COc3ccccc3)ccc2n1C	-112.8	38.9	6.0	4.0	-3.4	16.3	9.3	-6.4	-9.5	-37.7
CCC(NC(=O)NCCCn1ccnc1)(C(F)(F)F)C(F)(F)F	-25.1	2.1	4.2	-0.1	-2.0	-0.6	-7.1	1.6	-1.7	-37.8
O=C(N/N=C/c1cc(Br)cc(Br)c1O)c1cccc(S(=O)(=O)N2CCOCC2)c1	9.3	4.2	2.3	0.3	-4.6	0.8	2.1	-1.1	0.0	1.9
Cc1ccn2c(=O)nc(SCC(=O)N3N=C(c4cccs4)CC3c3ccc(F)cc3)nc2c1 (centres undefined)	13.9	25.7	11.0	0.0	/	15.6	2.6	/	-3.2	/

Ordered by molar mass (low to high): some entries from above.
mol	aSyn 5UTR inh	AI-2 QS mod	HDAC3 inhib	HIF act	IEC-6 cytotox	HSF1 activator	HSF1 inhib	HSP90 refold inh	Platelet DG rel	KLF5 inhibitor
CC1Cc2ccccc2N1C(=O)c1cnc2sccn2c1=O (centres undefined)	-56.4	36.2	8.2	0.4	-6.4	-6.1	-4.6	-4.7	1.1	3.1
COc1ccc(F)cc1S(=O)(=O)NCCCn1ccnc1	5.5	24.1	1.8	-0.6	-5.8	-3.4	-6.1	1.1	-4.2	-19.6
CC(C)c1ccc(NC(=O)C2CCN(c3ncnc4c3nc3n4CCCCC3)CC2)cc1	39.5	/	2.3	-3.7	-9.7	-3.5	-5.8	-2.1	3.7	-8.7
